AID2073 = inhibitors of Mint1-CaV2.2 protein interaction, biochemical, HTRF (AID 2073) | Voltage-dependent N-type calcium channel subunit alpha-1B (Homo sapiens) | HTRF protein-protein interaction, Mint1-CaV2.2; higher % means a stronger effect | one-dose inhibition, % at 20 µM; IC50 in µM for titrated hits | 290,000 tested, 0.19% active; in the data active = inhibition mostly above about 51%, no sharp cut-off; inconclusive = no clear call, values can overlap the other calls; inactive = mostly below about 53%; also: some results filed as inactive read as strong as hits
NTR1 agonist = agonists of NTR1, primary screen, imaging, U2OS cells, beta-arrestin-GFP, high content (AID 493036) | Neurotensin receptor type 1 (Homo sapiens), P30989 | NTR1-U2OS beta-arrestin-GFP spot imaging, agonist mode | activation, % at 20 µM | 330,000 tested, 0.17% active;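 active = activation at or above 40% of the spot to cytoplasm intensity ratio, with at least 20 cells analyzed; inconclusive = wells under 20 cells, flagged as cytotoxic or low count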;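 also: 0% = DMSO without peptide and 100% = 100 nM NTR1 peptide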
Target sequence (P30989 whole entry, looked up): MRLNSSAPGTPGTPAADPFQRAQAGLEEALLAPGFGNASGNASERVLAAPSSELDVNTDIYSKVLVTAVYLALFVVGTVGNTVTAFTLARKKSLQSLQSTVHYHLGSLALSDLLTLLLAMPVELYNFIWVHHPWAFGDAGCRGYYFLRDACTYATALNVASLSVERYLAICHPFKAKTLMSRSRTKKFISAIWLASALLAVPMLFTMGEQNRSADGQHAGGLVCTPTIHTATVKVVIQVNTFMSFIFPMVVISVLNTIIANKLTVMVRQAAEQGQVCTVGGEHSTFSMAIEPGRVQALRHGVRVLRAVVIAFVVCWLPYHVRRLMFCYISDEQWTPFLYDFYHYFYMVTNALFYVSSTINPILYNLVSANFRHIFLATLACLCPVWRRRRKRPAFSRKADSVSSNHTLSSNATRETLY
UTI89 phage lysis = inhibition of K1F phage lysis, E. coli UTI89, bacterial capsule biogenesis inhibitors, alamar blue (AID 488966) | inhibition, % at 100 µM; hits with a dose series show IC50 in µM | E. coli UTI89 K1F phage lysis, alamar blue, 2 h; higher % means a stronger effect | 340,000 tested, 0.02% active;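 active = phage lysis inhibition, versus mean bacterial control, above a set limit; inconclusive = no clear call, values can overlap the other calls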;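 also: capsule biogenesis inhibitors block K1F phage lysis so surviving cells raise fluorescence; higher fluorescence means more inhibition of phage lysis; actives were called in the ten point dose series up to 300 µM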
Dengue-2 NS5 capping = Dengue-2 NS5 methyltransferase inhibitors, primary screen, biochemical, confirmation dose response (AID 588689); Dengue-2 NS5 methyltransferase capping enzyme assay, biochemical; higher % means a stronger effect; one-dose inhibition, % at 25 µM; IC50 in µM for titrated hits; 340,000 tested, 0.3% active; in the data active = a potency from the dose series; inconclusive = inhibition above about 29% without an active follow-up result
LYP inhibition = inhibitors of LYP phosphatase, biochemical, fluorescence intensity, uHTS (AID 1779). 290,000 tested, 0.054% active. inhibition, % at 11.5 µM; hits with a dose series show IC50 in µM. recombinant LYP phosphatase, fluorescence intensity; higher % means a stronger effect; in the data active = inhibition above about 50%;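 also: plate controls were vehicle with enzyme for no effect and no enzyme for full effect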
RSV CPE inhibition = RSV antiviral activity via CPE protection, HEp-2 cells, primary 10 µM value included (AID 2391); HEp-2 cells, RSV-induced CPE inhibition; higher % means a stronger effect; CPE inhibition, % at 10 µM, or IC50 in µM where a hit was titrated; 310,000 tested, 0.13% active; in the data active = a potency from the dose series; inconclusive = CPE inhibition mostly from about 23% at the one dose, without a potency; inactive = the rest, 99 in 100 with CPE inhibition below about 21%; also: strong numbers were not always called active
Autophagy mod = autophagy modulators in MEF cells, primary screen, imaging, high-content, MEF GFP-LC3. calls only at 10 µM (by protocol). MEF GFP-LC3 puncta imaging; test concentration mostly 10 µM. 190,000 tested, 0.98% active. AID 463193, 2010;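 active = percentage of spot-positive cells more than 3 SD above its plate mean, without a fluorescence outlier flag or 80% toxicity; inconclusive = no clear call, values can overlap the other calls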;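 also: spot-positive cell cutoff set from DMSO-treated cells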
GPR35 antagonists = GPR35 antagonists blocking zaprinast-driven arrestin recruitment, primary screen, imaging, U2OS, beta-arrestin-GFP, zaprinast agonist (AID 2058); G-protein coupled receptor 35 (Homo sapiens); U2OS GPR35 beta-arrestin-GFP translocation imaging, zaprinast antagonism; higher % means a stronger effect; one-dose inhibition, % at 10 µM; IC50 in µM for titrated hits; 290,000 tested, 0.052% active;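 active = inhibition of at least 50% with at least 30 cells and total cytoplasm GFP at most 10,000,000; inconclusive = under 30 cells or total GFP of 10,000,000 plus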
WT yeast gro inh = growth inhibition of WT strain, primary screen, mitochondrial fusion inhibitor project, WT and mutant strains, chemical genetic; inhibition, % at 10 µM; AID 1362, 2008; mitochondrial fusion phenotypic screen; 190,000 tested, 2.1% active; in the data active = inhibition above about 58%; tested in S. cerevisiae
WT yeast gro inh mutant strain = recorded beside WT yeast gro inh, whose call it bears; inhibition, %; mitochondrial fusion phenotypic screen, mutant strain inhibition
Autophagy mod cell loss 18 h = further read-out of Autophagy mod, marked with its call; toxicity, %; measured here: cell loss, nuclei count;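 cell loss after 18 h compound exposure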
NTR1 agonist cell count 20 µM = second read-out of NTR1 agonist, no call of its own (marks repeat the call); cell count; measured here: cell count, cytotoxicity flag
* marks the source's active call; other numbers are inactive results; i = inactive; u = inconclusive; x = no result given; + = active, no number; [ ] = dose if it differs, or a comment.

Results follow in this order: AID2073, NTR1 agonist, NTR1 agonist cell count 20 µM, UTI89 phage lysis, Dengue-2 NS5 capping, LYP inhibition, RSV CPE inhibition, Autophagy mod, Autophagy mod cell loss 18 h, GPR35 antagonists, WT yeast gro inh, WT yeast gro inh mutant strain
Cc1ccc(S(=O)(=O)NC(CCc2ccccc2)CC(=O)C(C)(C)C)cc1 (centres undefined)
    14%, 5.7, 69, x, x, 4%, 0.6%, i, 32, 3%, 1, -8
COc1ccc2nc3ccccc3nc2c1NC(=O)c1ccc(Cl)cc1Cl
    1%, 3.7, 47, 3.1%, u, 4%, 0.9%, +, 13*, 22%, 0, -58
NS(=O)(=O)c1ccc(NC(=O)/C=C/c2cccc(Cl)c2)cc1
    8%, 1.1, 29, 0.8%, 2%, 1%, 0.2%, i, 19, -7%, -9, 18
O=C1CC(N2CCN(c3nc4ccccc4s3)CC2)C(=O)N1c1cccc(F)c1 (centres undefined)
    -1%, -0.5, 61, -1.2%, -3%, -2%, 1.2%, i, -11, 1%, -1, -8
O=Cc1cn(CC(=O)N2CCCCCC2)c2ccccc12
    10%, -0.5, 59, 0.3%, -6%, -4%, 0.8%, x, x, 1%, x, x
COc1ncnc2c1oc1nc(CC(C)C)c3c(c12)CCCC3
    -3%, x, x, -0.2%, -2%, 2%, x, i, 0, -3%, -32, -7
COc1ccccc1N(C)S(=O)(=O)c1ccc(C(=O)OCC(=O)NCc2cccs2)cc1
    5%, 0.0, 60, 0.2%, 2%, -7%, 0.7%, x, x, 0%, x, x
Cc1ccc(-n2cccc2/C=N/n2cnnc2)cc1Cl
    6%, -0.8, 43, 2.2%, 3%, 2%, 0.8%, i, 7, 1%, 18, 19
C/C(CCc1ccccc1)=N\NC(=O)CCc1ccccc1
    -5%, -1.3, 65, 14%, -1%, -1%, 0.9%, i, -8, 16%, 1, -7
COc1ccc2c(c1OC)C(=O)N1C2SC[C@H]1C(=O)NC1CC1 (some centres undefined)
    -2%, -2.5, 90, 2.5%, 1%, -10%, 3.2%, x, x, 2%, x, x
CCOC(=O)N1CCN(c2nc(-c3ccc(Cl)cc3)cs2)CC1
    -7%, 2.3, 51, 5.1%, 1%, 2%, 21%, i, 23, 19%, 9, -17
CCN(CC)C1CCN(C(=O)c2ccc(OC3CCN(CCc4ccccc4)CC3)cc2)C1 (centres undefined)
    4%, -1.1, 71, -0.2%, -4%, -6%, -1.1%, x, x, 3%, x, x
CC(C)COc1ccc(/C(=N/O)c2ccccc2)cc1
    28%, 6.6, 50, 0.6%[50 µM], -2%, 4%, u, i, 11, -8%, 55, -7
COc1cc(/C=N/Nc2ccc3ccccc3c2)ccc1OC(=O)c1ccco1
    -15%, 0.9, 50, -1.7%, 25%, 2%, -0.5%, i, 10, -11%, 53, 26
C=C(C)C(=O)Nc1cccc(C2=NOC3(C2)C[C@@H](C(N)=O)N(C(=O)c2ccc(Cl)cc2)C3)c1 (some centres undefined)
    49%, -0.7, 92, x, x, 5%, 3.1%, x, x, -10%, x, x

Whole records from above. Order of values: AID2073, NTR1 agonist, NTR1 agonist cell count 20 µM, UTI89 phage lysis, Dengue-2 NS5 capping, LYP inhibition, RSV CPE inhibition, Autophagy mod, Autophagy mod cell loss 18 h, GPR35 antagonists, WT yeast gro inh, WT yeast gro inh mutant strain
Cc1ccc(-n2cccc2/C=N/n2cnnc2)cc1Cl is listed with 6%, -0.8, 43, 2.2%, 3%, 2%, 0.8%, i, 7, 1%, 18, 19
Cc1ccc(S(=O)(=O)NC(CCc2ccccc2)CC(=O)C(C)(C)C)cc1 (centres undefined) is listed with 14%, 5.7, 69, x, x, 4%, 0.6%, i, 32, 3%, 1, -8
COc1cc(/C=N/Nc2ccc3ccccc3c2)ccc1OC(=O)c1ccco1 is listed with -15%, 0.9, 50, -1.7%, 25%, 2%, -0.5%, i, 10, -11%, 53, 26
CC(C)COc1ccc(/C(=N/O)c2ccccc2)cc1 is listed with 28%, 6.6, 50, 0.6%[50 µM], -2%, 4%, u, i, 11, -8%, 55, -7

(next part)
Results follow in this order: AID2073, NTR1 agonist, NTR1 agonist cell count 20 µM, UTI89 phage lysis, Dengue-2 NS5 capping, LYP inhibition, RSV CPE inhibition, Autophagy mod, Autophagy mod cell loss 18 h, GPR35 antagonists, WT yeast gro inh, WT yeast gro inh mutant strain
O=c1ccc(NS(=O)(=O)c2ccc(Cl)cc2)cn1Cc1ccc(Cl)c(Cl)c1
    23%, 2.8, 88, 0.5%, -5%, 1%, 1.0%, i, -2, 2%, 5, 4
COc1cc(F)ccc1S(=O)(=O)N1CCN(c2ccccc2)CC1
    5%, 1.1, 76, -0.1%, -4%, -6%, 2.2%, x, x, 5%, x, x
CCc1ccc(NC(=O)Cn2nc(C(=O)O)c3ccccc3c2=O)cc1
    13%, 1.8, 47, -0.4%, -2%, -8%, 0.9%, x, x, 1%, x, x
O=C(CN1CCC(NC(=O)c2cccc(F)c2)CC1)NCc1cccs1
    4%, -0.8, 98, 0.0%, 6%, -11%, 0.0%, i, -23, 18%, -4, 1
O=C(O)c1cccc(N2C(=O)Nc3ccccc3N2O)c1
    -3%, 0.9, 45, 2.2%, 6%, -7%, 1.3%, i, 15, -2%, -16, -16
CC1CCN(S(=O)(=O)c2cc(Cl)ccc2Br)CC1
    -2%, 0.0, 76, -0.9%, -5%, 4%, 2.1%, i, 4, 0%, 13, 10
CC(C)CN(CC(C)C)S(=O)(=O)N1CCC(C(=O)NCCN2CCOCC2)CC1
    9%, -0.2, 40, 3.7%, -3%, -6%, -1.0%, i, 2, 2%, 11, -2
COc1ccc(CN2CC[C@H]3C=CC[C@@H](C(=O)N4CCOCC4)[C@H]3C2=O)cc1OC
    x, -1.8, 92, 1.1%, -8%, x, -0.1%, x, x, x, x, x
CCn1c(SCC(=O)Nc2ccc3c(c2)oc2ccccc23)nnc1-c1ccc(N)cc1
    12%, 3.7, 81, 0.5%, -11%, -8%, u, i, -12, -21%, 20, -28
O=C(NNC(=S)NCC1CCCO1)c1cccc(S(=O)(=O)N2CCOCC2)c1 (centres undefined)
    -14%, -1.9, 51, 0.0%, -6%, -3%, 5.3%, i, 32, -9%, 5, 8
CCC(C)Sc1ccc(-c2nc3ccc(C)cn3c2NC2CCCCC2)cc1 (centres undefined)
    x, 28, 107, 1.0%, -3%, x, 0.5%, x, x, x, x, x
COc1ccc([C@@H]2CC=C(C(=O)O)[C@H](c3ccc(F)cc3)N2S(=O)(=O)c2ccc(Cl)cc2)cc1
    x, -1.6, 87, -1.2%, 5%, x, 2.9%, x, x, x, x, x
O=C(NCc1ccco1)c1cccc(Br)c1
    3%, -0.2, 68, -1.3%, 2%, -13%, 0.5%, x, x, 1%, x, x
O=Nc1c(O)n(Cc2ccc(Cl)cc2Cl)c2ccccc12
    -11%, 8.7, 79, -0.3%, -6%, -7%, 6.8%, i, -1, -3%, -2, 0
CCN1CCN(c2ccc(NC(=O)c3cccc(OCc4ccccc4)c3)cc2)CC1
    -16%, 9.0, 87, 0.6%, 1%, -8%, -2.5%, i, 13, 3%, 16, 6
O=C1CC(SC(=Nc2ccccc2)Nc2ccccc2)C(=O)N1c1cccc2ccccc12 (centres undefined)
    7%, 1.1, 45, 0.1%, -2%, 1%, 2.3%, i, -3, -5%, 3, -16
CC(NC(=O)COC(=O)Cn1cnc2ccccc2c1=O)C1CC2CCC1C2 (centres undefined)
    -4%, -1.6, 98, 1.7%, x, -6%, -0.7%, i, -1, -6%, -10, -24
CCC(=O)Nc1nnc(CCc2ccccc2)s1
    14%, -0.9, 34, 1.0%, -1%, -3%, 1.0%, i, 9, -1%, -13, -6
CC(C)c1ccc(-c2cc(C(=O)NN3CCN(C)CC3)c3ccccc3n2)cc1
    -10%, 0.5, 60, 0.2%, -5%, -9%, -0.4%, i, -16, 5%, 1, -10
CCn1c(CN2CCOCC2)nnc1SCC(=O)Nc1ccc(C(C)=O)cc1
    3%, -0.6, 64, 0.0%, -3%, -9%, 0.8%, x, x, -4%, x, x
COC(=O)c1c(C)cc(C)n2c1nc1ccccc12
    22%, 2.7, 57, 0.3%, x, -2%, 0.9%, i, 5, -6%, -2, 3
COc1ccccc1NS(=O)(=O)c1cc(NC(=O)c2cc3ccccc3oc2=O)ccc1C
    5%, 3.9, 68, -6.8%, 4%, 1%, 1.7%, i, -11, 20%, 17, 12
COc1cccc(N2CC(=O)N(NC(=O)CSc3nc(C)cc(C)c3C#N)CC2=O)c1
    11%, 2.4, 79, 1.7%[50 µM], -4%, -4%, 3.6%, i, 5, 2%, 3, 16
Cc1ccnc(NS(=O)(=O)c2ccc(N3C(=O)c4c(Cl)c(Cl)c(Cl)c(Cl)c4C3=O)cc2)n1
    10%, 0.8, 52, 4.0%[50 µM], -2%, -4%, 1.2%, i, 22, -8%, 2, 21
CC1CCCC(C)N1CCNC(=O)CCn1nc(-c2ccccc2)ccc1=O (centres undefined)
    -2%, 1.9, 48, 2.1%, -6%, -5%, 0.4%, i, 39, 0%, 33, 38
O=c1c2cn[nH]c2nc(SCc2ccc3c(c2)OCCO3)n1-c1ccccc1
    -8%, 1.9, 57, 8.2%, 0%, -2%, 3.2%, i, -8, -6%, 3, 1
O=S(=O)(c1ccc2ccccc2c1)N1CCc2ccccc21
    5%, 3.3, 62, -0.1%, -2%, -5%, 6.0%, x, x, -2%, x, x
COc1ccc(N(CC(=O)Nc2cccc(C)c2)S(=O)(=O)c2ccc(C)cc2)cc1OC
    12%, 0.2, 51, 0.9%, x, -6%, 2.3%, x, x, -6%, x, x
CC1CC1C(=O)OCC(=O)Nc1ccc2[nH]c(=O)[nH]c2c1 (centres undefined)
    41%, 1.2, 100, -0.1%, 9%, -3%, 0.7%, i, 22, -9%, -3, -9
O=C(Nc1ccccc1C(=O)N1CCN(Cc2ccccc2)CC1)c1ccccc1
    -4%, -0.7, 69, 0.0%, 3%, -6%, 1.4%, x, x, 4%, x, x
Nc1nc(-c2ccccc2)cc(C(F)(F)F)n1
    -3%, 2.1, 70, 0.4%, -4%, -2%, 1.1%, i, 3, -12%, 19, 26
